Compound activity (PubChem)
CHO-K1 Ca PAM = nonselective calcium activators in parental CHO-K1 cells, primary screen, counter-screen for M1 PAM project, cell-based, Fluo-8 calcium fluorescence, full deck, 1536-well; ATP EC20; 0% at ATP EC20, 100% at ATP max; activation, % at 3 µM; 360,000 tested, 0.02% active;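 active = activation above the run cutoff, the mean activation of all test compounds plus 3 SD, cut at about 40% in these data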;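 also: peak over basal fluorescence ratio in a 140 s read after ATP addition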
M1 PAM = human M1 muscarinic receptor positive allosteric modulators, primary screen, CHO-K1 cells, Fluo-8 calcium fluorescence, 1536-well; CHO-K1 hM1, ACh EC20; 0% = ACh EC20, 100% = maximal ACh; activation, % at 3 µM; 360,000 tested, 0.088% active; AID 588819, 2011; in the data active = activation above about 19%, passing the limit was not always enough
Target sequence (P11229 whole entry, looked up): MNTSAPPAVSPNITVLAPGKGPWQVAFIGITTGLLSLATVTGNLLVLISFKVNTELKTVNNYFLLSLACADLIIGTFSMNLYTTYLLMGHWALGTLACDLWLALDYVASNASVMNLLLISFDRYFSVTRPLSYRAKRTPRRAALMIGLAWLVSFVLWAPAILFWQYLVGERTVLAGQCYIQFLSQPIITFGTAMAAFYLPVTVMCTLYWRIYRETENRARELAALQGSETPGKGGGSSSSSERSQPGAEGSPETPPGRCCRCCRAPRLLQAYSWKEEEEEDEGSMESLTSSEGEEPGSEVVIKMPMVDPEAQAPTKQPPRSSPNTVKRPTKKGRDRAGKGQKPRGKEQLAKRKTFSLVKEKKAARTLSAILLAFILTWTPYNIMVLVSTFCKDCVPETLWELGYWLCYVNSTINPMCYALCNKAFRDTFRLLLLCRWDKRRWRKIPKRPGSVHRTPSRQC
TAAR1 agonist = human TAAR1 agonists, primary screen, Fluo-8 calcium fluorescence, CHO RD-HGA16 cells | vehicle wells 0%, saturating PEA agonist 100% | AID 624467, 2012 | activation, % at 3 µM | Trace amine-associated receptor 1 (Homo sapiens), Q96RJ0 | 360,000 tested, 0.99% active;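 active = activation above the mean activation of all test compounds in the run plus 3 SD, cut at about 38% in these data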
Target sequence (Q96RJ0 whole entry, looked up): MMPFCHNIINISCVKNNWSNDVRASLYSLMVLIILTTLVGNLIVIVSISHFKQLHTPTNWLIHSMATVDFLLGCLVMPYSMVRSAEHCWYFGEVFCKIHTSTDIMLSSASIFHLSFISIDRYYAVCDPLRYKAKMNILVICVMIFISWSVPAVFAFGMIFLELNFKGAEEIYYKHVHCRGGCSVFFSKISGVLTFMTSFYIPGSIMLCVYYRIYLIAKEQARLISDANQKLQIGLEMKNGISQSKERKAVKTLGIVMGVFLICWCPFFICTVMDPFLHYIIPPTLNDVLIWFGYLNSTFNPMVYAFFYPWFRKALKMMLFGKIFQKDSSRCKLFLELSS
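Test system: RD-HGA16 (CHO) cells co-expressing Gα16 and hTAAR1 / Benchmarks: DMSO vehicle as 0%, PEA at EC100 as 100% / Repeats: no replicates (n 1) / Measure: % activation from peak over basal fluorescence ratio, DMSO-to-PEA scaled / Timing: 17-24 h plating, Fluo-8 75 min 37 °C, 30 min RT / Technique: kinetic Fluo-8 calcium fluorescence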
M1 ag parental = counter-screen for M1 agonists: effect in parental CHO-K1 cells | activation, % at 3 µM | Fluo-8 calcium fluorescence; scaled to maximal ATP response, vehicle zero | 360,000 tested, 0.48% active; in the data active = activation above about 15%;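 also: untransfected CHO-K1 host cells lacking M1 receptor as counterscreen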
CHO-K1 Ca antag = M1 antagonist counterscreen hit in parental CHO-K1 cells | ATP-induced calcium, Fluo-8 fluorescence | inhibition, % at 3 µM | 360,000 tested, 0.6% active | AID 602250;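 active = inhibition above a per-plate cutoff, the plate's mean sample inhibition plus 3 SD, cut at about 24% in these data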;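 also: 0% = DMSO plus EC80 ATP and 100% = DMSO alone without ATP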
M1 ag = human M1 muscarinic receptor agonists, primary screen, Fluo-8 calcium fluorescence, CHO-K1 cells, HTS; CHO-K1 hM1, agonist mode; 0% DMSO, 100% acetylcholine EC100; AID 588814, 2011; 360,000 tested, 0.33% active; activation, % at 3 µM; Muscarinic acetylcholine receptor M1 (Homo sapiens), P11229;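 active = activation above the run's mean compound activation plus 3 SD, cut at about 16% in these data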;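 also: peak over basal fluorescence ratio within a 140 s kinetic read after compound addition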
CHO parental Ca = ATP-evoked calcium signal inhibitors, parental CHO, primary screen, counter-screen for OX1R antagonist project, cell-based, fluorescence, Fluo-8 calcium dye. 330,000 tested, 0.63% active. parental CHO-K1, ATP-induced calcium, Fluo-8 fluorescence. AID 463079, 2010. inhibition, % at 5.6 µM;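 active = inhibition above that plate's mean sample inhibition plus 3 SD, cut at about 26% in these data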;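 also: 0% = ATP-challenged DMSO wells and 100% = DMSO wells without ATP; some compounds past the cut are filed as inactive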
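Test system: untransfected parental CHO cell line. Compound: one dose, 5.6 µM nominal. Detection: intracellular calcium via Fluo-8 no-wash fluorescent dye. Measure: % inhibition. Benchmarks: ATP-challenged DMSO wells low, unchallenged DMSO wells high.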
CHRM1 antagonist = human M1 muscarinic receptor antagonists, primary screen, CHO-K1 cells, Fluo-8 calcium fluorescence, 1536-well; Muscarinic acetylcholine receptor M1 (Homo sapiens), P11229; CHO-K1 hM1, ACh EC80 antagonist; inhibition, % at 3 µM; 360,000 tested, 1.3% active; AID 588852, 2011;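 active = percent inhibition above its own plate's cutoff, namely the mean of that plate's compound wells plus 3 SD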;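 also: peak over basal fluorescence ratio during 140 s after agonist addition; 0% = ACh EC80 plus DMSO and 100% = DMSO alone without agonist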
TAAR1 antagonist = human TAAR1 antagonists, primary screen, Fluo-8 calcium fluorescence, CHO RD-HGA16 cells; AID 624466, 2012; inhibition, % at 3 µM; Trace amine-associated receptor 1 (Homo sapiens), Q96RJ0; antagonist; 360,000 tested, 1.5% active;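 active = inhibition above a per-plate cutoff, the mean inhibition of test compounds on that plate plus 3 SD, cut at about 49% in these data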;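 also: 0% = DMSO plus EC80 beta-PEA response and 100% = DMSO alone without agonist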
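Material: CHO RD-HGA16 cells bearing hTAAR1; compound dosing: one-point dosing, 3 µM nominal final; schedule: dye loading 75 min at 37 °C, then 30 min room temperature; measured by: calcium fluorescence with Fluo-8; control set: vehicle and agonist controls; replication: n of 1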
An asterisk follows results filed as active; nt = no result given. No enrichment for hits; overall some 4.4% were active at least once.

SMILES	CHO-K1 Ca PAM	M1 PAM	TAAR1 agonist	M1 ag parental	CHO-K1 Ca antag	M1 ag	CHO parental Ca	CHRM1 antagonist	TAAR1 antagonist
CN(C(=O)CSc1nnc(-c2ccccc2)n1C)C1CCS(=O)(=O)C1 (stereo not given)	4	1	2	0.3	-16	-7	5	2	-8
CCOc1ccc(OCC(O)CN2CCN(S(=O)(=O)c3cccc(C(F)(F)F)c3)CC2)cc1 (stereo not given)	0	0	0	3.4	-2	-3	nt	2	-20
C/C(=N\OCC(=O)Nc1ccc(Br)cc1)c1cccs1	34	6	6	2.1	-20	-6	-2	-11	8
OCCN1CCN(CCOc2ccccc2-c2ccccc2)CC1	27	5	1	0.6	-7	-11	-9	-5	-6
COc1ccc(NC(=O)N2CCCC2C(=O)NC23CC4CC(CC(C4)C2)C3)cc1 (stereo not given)	14	18	-2	-0.3	-16	-1	-11	-18	-16
CC(C)(C)OC(=O)C[C@@H]1C/C=C\C[C@H](CC(=O)NCCO)C(=O)NC[C@H](c2ccccc2)OC1=O	10	9	12	0.6	-11	-2	7	-8	4
COc1cc(C(=O)NC(=S)Nc2ccc(Cl)cn2)cc(OC)c1OC	18	7	0	1.0	-22	-3	-31	-2	1
CCOC(=O)Cc1c(C)[nH]c(=S)[nH]c1=O	11	6	2	0.1	-3	-3	11	-13	20
OC(CNCCCN1CCCCC1)COc1ccccc1 (stereo not given)	16	18	4	0.5	-9	-5	-14	-49	-6
COc1cccc(/C=N/n2c(C3CCCCC3)n[nH]c2=S)c1OC	29	-2	-3	1.0	-15	-6	-20	-7	15
Cc1ccc(N(CC(=O)N2CCN(C3CCCCC3)CC2)S(=O)(=O)c2cccnc2)cc1	19	3	10	0.2	-19	-10	-29	-5	15
COc1cc(OC)cc(C(=O)NNC(=O)c2ccccn2)c1	-3	13	2	-0.8	13	-1	2	-4	-4
Cc1ccc(NC(=O)C2CCN(S(=O)(=O)c3ccc4c(c3)CCCC(=O)N4)CC2)cc1N(C)C	31	3	0	2.3	-22	-4	-3	-3	17
CCc1ccc(/C=N/NC(=S)NCCc2ccccc2)cc1	-5	-5	4	0.8	9	-4	-26	0	15
Cc1ccc(C(=O)N2[C@@H]3CN(C)C(=O)[C@@]2(C)[C@H]2C(=O)N(Cc4ccccc4)C(=O)[C@@H]32)cc1	7	5	0	0.2	-4	-5	nt	-9	16
CC(C(=O)Nc1ccc(N(C)C)cc1)N1C(=O)c2ccccc2S1(=O)=O (stereo not given)	17	10	1	2.1	7	-2	-3	-11	-10
COc1ccc(S(=O)(=O)N2CC(=O)Nc3ccccc32)cc1Cl	17	7	5	0.9	-3	-4	-13	-10	7
CC#CC[N+](C)(C)CCCCCCCCCCCC	16	-27	24	0.5	-8	-10	2	41*	19
Cc1cccc2nc(-c3ccco3)c(Nc3ccc4c(c3)OCCO4)n12	8	4	-2	0.9	-11	-2	-15	-3	-55
COc1ccccc1N1C(=O)c2cccc3cccc(c23)C1=O	21	5	3	0.9	-9	-4	-9	-11	-5
O=C(c1ccccc1[N+](=O)[O-])N(CCc1ccccc1)Cc1ccccc1	-2	-2	5	1.4	-1	-6	-27	4	-33
CCOC(=O)c1cccc(NC(=O)c2ccc(-n3cnnn3)cc2)c1	26	10	3	1.5	-8	0	-7	-10	-15
COc1cccc(N2CCN(C(=O)C3C4C=CC5(CN(Cc6ccccc6Cl)C(=O)C35)O4)CC2)c1 (stereo not given)	6	0	2	0.8	-1	-4	-19	1	5
CC(C)CC(NC(N)=O)C(=O)NCCc1ccc(Cl)cc1Cl (stereo not given)	-9	-2	1	-0.1	-9	-4	-19	6	-9
Cc1ccc(S(=O)(=O)CCC(=O)OCC(=O)N2c3ccccc3NC(=O)C2(C)C)cc1	9	8	1	0.7	-2	-1	-20	-12	-33
Continued:
SMILES	CHO-K1 Ca PAM	M1 PAM	TAAR1 agonist	M1 ag parental	CHO-K1 Ca antag	M1 ag	CHO parental Ca	CHRM1 antagonist	TAAR1 antagonist
O=C(CC1Sc2ncnn2C1=O)Nc1ccccc1 (stereo not given)	-10	15	5	0.2	-4	6	4	-12	-25
CNc1[nH]ncc1[N+](=O)[O-]	12	3	3	-0.4	1	-4	-1	7	-12
CSC(=O)CC(=O)NC(=O)c1ccccc1	18	13	8	0.3	-5	-6	-9	-7	1
CCn1c(SCC(=O)N2c3ccccc3CCc3ccccc32)nnc1-c1ccc(OC)cc1	25	11	nt	-0.2	-12	-1	-11	-11	nt
CC1(NC(=O)CCc2ccccc2)CCN(CCCc2ccccc2)C1=O (stereo not given)	16	2	9	1.2	-10	-7	-30	-6	-3
COc1ccccc1N1CCN(c2ccc(Cl)nn2)CC1	21	12	1	0.0	-14	-2	-7	-12	-9
C/C(=N\Nc1cc(C)nc(NCc2ccccc2)n1)c1cccc([N+](=O)[O-])c1	-19	14	11	0.1	12	0	-13	-5	28
COc1cc(OC)c2c(-c3cccc(-c4ccc(OC)c(F)c4)c3)cc(=O)oc2c1	14	-1	1	-0.1	-22	-3	-37	2	-15
O=C(CN(C(=O)CCC(=O)Nc1ccccn1)c1ccc2c(c1)OCCO2)NCCc1ccccc1	26	9	19	0.5	-10	-3	-24	-25	-6
CCCCC[C@H](O)/C=C/C1C(=O)C=C[C@H]1C/C=C\CCCC(=O)OC (stereo not given in full)	9	-2	1	5.7	-8	-3	nt	-4	7
COc1cc(S(=O)(=O)NCc2ccncc2)ccc1Br	-17	-5	2	12	18	6	31*	23	5
Cc1c(NC(=O)c2ccc(N(Cc3ccccc3)S(C)(=O)=O)cc2)c(=O)n(-c2ccccc2)n1C	12	-10	5	-0.6	-9	-7	-9	8	-8
OCCC1CN(Cc2cccn2-c2ncccn2)CCN1CCc1ccccc1 (stereo not given)	8	-6	2	3.8	-7	-7	-11	10	-19
C/C(=N\NC(N)=O)c1cccc(Cl)c1	17	5	2	0.7	-3	-5	-7	-3	-10
Cc1ccc(CNS(=O)(=O)c2ccc3c(c2)CCN3C(=O)C2CCC2)cc1	7	-3	2	3.6	-8	-1	-14	9	-18
N#CCC(=O)Nc1ccc(C(=O)OCC(=O)NC(=O)Cc2ccccc2)cc1	-14	16	3	0.0	11	1	10	-17	-13
Cc1ccccc1C(=O)NCCN=C1NS(=O)(=O)c2ccccc21	-7	-7	0	-0.1	27*	-1	1	16	3
CCOc1ccc(S(=O)(=O)N2CCN(C(=S)NCC3CCCO3)CC2)cc1 (stereo not given)	11	6	5	1.2	7	-3	-7	-9	-15
CC(C)(C)c1ccc(-c2nc(NCc3cccnc3)c3ccccc3n2)cc1	22	3	3	0.5	-12	-3	-20	-3	-16
O=C(Nc1cc(C(F)(F)F)ccc1-n1cnc2ccccc21)c1ccccc1	-1	-6	-2	0.0	1	-6	-2	11	1
CCCC1/C(=N/O)CC(c2ccccc2)NC1c1ccccc1 (stereo not given)	-16	-20	18	18*	37*	-5	19	24	57*
O=S(=O)(c1cccc(-c2n[nH]c(=S)n2-c2cccc(C(F)(F)F)c2)c1)N1CCOCC1	14	0	7	0.0	3	-4	-9	-3	-11
Cc1onc(-c2ccccc2)c1C(=O)Nc1nc(-c2ccccc2)cs1	8	10	4	0.3	4	2	-13	-5	-9

Of the compounds above, these have an aryl methoxy group.
SMILES	CHO-K1 Ca PAM	M1 PAM	TAAR1 agonist	M1 ag parental	CHO-K1 Ca antag	M1 ag	CHO parental Ca	CHRM1 antagonist	TAAR1 antagonist
COc1ccc(NC(=O)N2CCCC2C(=O)NC23CC4CC(CC(C4)C2)C3)cc1 (stereo not given)	14	18	-2	-0.3	-16	-1	-11	-18	-16
COc1cc(C(=O)NC(=S)Nc2ccc(Cl)cn2)cc(OC)c1OC	18	7	0	1.0	-22	-3	-31	-2	1
COc1cccc(/C=N/n2c(C3CCCCC3)n[nH]c2=S)c1OC	29	-2	-3	1.0	-15	-6	-20	-7	15
COc1cc(OC)cc(C(=O)NNC(=O)c2ccccn2)c1	-3	13	2	-0.8	13	-1	2	-4	-4
COc1ccc(S(=O)(=O)N2CC(=O)Nc3ccccc32)cc1Cl	17	7	5	0.9	-3	-4	-13	-10	7
COc1ccccc1N1C(=O)c2cccc3cccc(c23)C1=O	21	5	3	0.9	-9	-4	-9	-11	-5
COc1cccc(N2CCN(C(=O)C3C4C=CC5(CN(Cc6ccccc6Cl)C(=O)C35)O4)CC2)c1 (stereo not given)	6	0	2	0.8	-1	-4	-19	1	5
CCn1c(SCC(=O)N2c3ccccc3CCc3ccccc32)nnc1-c1ccc(OC)cc1	25	11	nt	-0.2	-12	-1	-11	-11	nt
COc1ccccc1N1CCN(c2ccc(Cl)nn2)CC1	21	12	1	0.0	-14	-2	-7	-12	-9
COc1cc(OC)c2c(-c3cccc(-c4ccc(OC)c(F)c4)c3)cc(=O)oc2c1	14	-1	1	-0.1	-22	-3	-37	2	-15
COc1cc(S(=O)(=O)NCc2ccncc2)ccc1Br	-17	-5	2	12	18	6	31*	23	5

Some of the entries so far, field by field.
> CCOc1ccc(OCC(O)CN2CCN(S(=O)(=O)c3cccc(C(F)(F)F)c3)CC2)cc1 (stereo not given)
  CHO-K1 Ca PAM: 0
  M1 PAM: 0
  TAAR1 agonist: 0
  M1 ag parental: 3.4
  CHO-K1 Ca antag: -2
  M1 ag: -3
  CHO parental Ca: nt
  CHRM1 antagonist: 2
  TAAR1 antagonist: -20

> C/C(=N\OCC(=O)Nc1ccc(Br)cc1)c1cccs1
  CHO-K1 Ca PAM: 34
  M1 PAM: 6
  TAAR1 agonist: 6
  M1 ag parental: 2.1
  CHO-K1 Ca antag: -20
  M1 ag: -6
  CHO parental Ca: -2
  CHRM1 antagonist: -11
  TAAR1 antagonist: 8
